NCI-60 one-dose screen, 48 h, at 10 µM unless noted. Numbers give growth in % (100 = growth as untreated, 0 = no growth, -100 = all killed).
HOP-92: HOP-92 NSCLC cells; actives 6.3% (n = 71,000)
K-562: K-562 leukemia; actives 7.4% (n = 78,000)
CCRF-CEM: CCRF-CEM leukemia. actives 7% (n = 77,000)
RPMI-8226: RPMI-8226 leukemia cells; actives 7.5% (n = 77,000)
MOLT-4: MOLT-4 leukemia cells; actives 6.9% (n = 80,000); AID 1794779
SR: SR leukemia cells; actives 8.7% (n = 73,000)
EKVX: EKVX NSCLC; actives 3% (n = 71,000)
HOP-62: HOP-62 NSCLC; AID 1794735; actives 3.9% (n = 80,000)
An asterisk follows results filed as active; x = no result given; & = joins results of further samples; [ ] = remark or other dose. How the source made its calls: active means growth percent below 10; inactive means the rest.

SMILES	HOP-92	K-562	CCRF-CEM	RPMI-8226	MOLT-4	SR	EKVX	HOP-62
CCC(C)[C@H](NC(=O)OC(C)(C)C)C(=O)Nc1cccc(-c2cc(=O)c3c(OC)c(OC)c(OC)cc3o2)c1 (stereo partly specified)	64	83	73	63	67	54	78	108
C=C1CC[C@@H]2[C@](C)(COC(C)=O)[C@H](OC(C)=O)CC[C@@]2(C)[C@@H]1CC(Nc1ccc(S(=O)(=O)Nc2nc(C)cc(C)n2)cc1)C1=CCOC1=O (stereo partly specified)	90	19	3.0*	2.2*	25	22	74	103
C=C1CC[C@@H]2[C@]3(C)COC(c4cn[nH]c4-c4ccc(C)cc4)O[C@@H]3CC[C@@]2(C)[C@@H]1C/C=C1/C(=O)OCC1O (stereo partly specified)	-9.1*	2.6*	-18*	-25*	14	-25*	13	27
Cc1cc2nc3c4cc(C=O)ccc4n(CCN(C)C)c3nc2cc1C	27	5.5*	22	-23*	9.2*	3.3*	25	7.7*
Cc1ccc(N2C3c4ccccc4N(S(=O)(=O)c4ccc(C)cc4)C2c2ccccc2N3S(=O)(=O)c2ccc(C)cc2)cc1	101	90	89	93	93	96	x	107
CC(C)NC(=O)c1cc(-c2ccc(NC(=O)Nc3ccc(N4CCN(C)CC4)c(C(F)(F)F)c3)cc2)nc2cccnc12	-75*	x	-44*	-38*	x	x	-92*	-88*
Cc1cccc(Cl)c1NC(=O)CCC(=O)O	101	107	100	109	103	100	x	100
CC1CN(Cc2ccccc2)C(=O)NC1=O (stereo unspecified)	x	108	103	x	94	101	121	105
c1ccc([P+](CCSCCSCC[P+](c2ccccc2)(c2ccccc2)c2ccccc2)(c2ccccc2)c2ccccc2)cc1	97	101	88	95	87	93	92	108
O=C(CSc1nc2ccccc2c(=O)[nH]1)NNC(=O)c1ccccc1Cl	100	103	120	108	111	113	109	115
CC(=O)c1c(C)nc2ccccc2c1/C=C/c1ccccc1	74	77	95	72	86	x	91	80
CCN1CCN(C2=NC(=O)/C(=C/c3cccs3)S2)CC1	128	92	108	106	98	x	94	97
CN(C)c1ccc2c(c1)OC(N)=C(C#N)C2c1ccc2c(c1)CCO2 (stereo unspecified)	59	17	29	33	34	38	36	36
CCCCSc1nc(Nc2ccc(/C(C)=N/NC(N)=S)cc2)c(C#N)c(-c2ccccc2)n1	-20*	33	49	47	47	62	62	41
Cc1ccccc1NC(=O)Oc1cccc(OC(=O)c2ccccc2)c1	105	107	106	91	x	112	96	95
CCN(CC)CC(=O)N(CC)c1ccc(C)c(Cl)c1	90	108	94	97	65	82	105	91
C#C[C@]1(O)CC[C@H]2[C@@H]3CC=C4c5sc(-c6ccc(Cl)cc6)nc5CC[C@]4(C)[C@H]3CC[C@@]21C	x	98	109	86	98	125	102	115
O=c1[nH]c(O)c(/C=N/C(=S)Nc2ccc(S(=O)(=O)Nc3nccs3)cc2)c(=O)[nH]1	93	94	102	98	98	91	104	93
NNc1nc2c(cnn2-c2ccccc2)c(=O)n1NC(=O)c1ccccc1	111	102	113	109	110	105	105	95
CO[C@]1(CO)O[C@@H](n2ccc(=O)[nH]c2=O)[C@@H](F)[C@@H]1O	82	96	99	95	98	94	98	90

Exported as labelled records: entries from further up
Cc1ccccc1NC(=O)Oc1cccc(OC(=O)c2ccccc2)c1
- HOP-92 = 105
- K-562 = 107
- CCRF-CEM = 106
- RPMI-8226 = 91
- MOLT-4 = x
- SR = 112
- EKVX = 96
- HOP-62 = 95

CCN(CC)CC(=O)N(CC)c1ccc(C)c(Cl)c1
- HOP-92 = 90
- K-562 = 108
- CCRF-CEM = 94
- RPMI-8226 = 97
- MOLT-4 = 65
- SR = 82
- EKVX = 105
- HOP-62 = 91

More results follow:
SMILES	HOP-92	K-562	CCRF-CEM	RPMI-8226	MOLT-4	SR	EKVX	HOP-62
COc1c(B(O)O)cccc1-c1cc(C)c2c(ccc3[nH]ncc32)n1	42	99	63	69	64	27	66	46
CC1=C(C(=O)Nc2ccccn2)C(c2cn(-c3ccccc3)nc2-c2ccccc2)C(C(=O)Nc2ccccn2)=C(C)N1	85	x	102	94	100	112	90	94
O=C1Nc2ccc(Cl)cc2/C1=C/c1cccc(OCc2ccccn2)c1	-6.1*	0.9*	-23*	-45*	4.5*	x	11	52
Cc1nn(-c2ccccc2)c(Cl)c1/C=C1\N=C(c2ccccc2)N(C(=O)c2ccc([N+](=O)[O-])cc2)NC1=O	19	x	26	25	30	33	86	116
COC(=O)c1cc(-c2ccc(S(C)(=O)=O)cc2)[nH]c1N/N=C/c1c(Cl)cccc1Cl	19	-1.7*	1.6*	-5.7*	6.0*	-12*	42	3.2*
COc1ccc(C(=O)CSc2nc3c(c(Nc4ccc(S(N)(=O)=O)cc4)n2)CCCC3)cc1	x	73	83	84	76	70	97	115
O=C1C2C3C=CC(O3)C2C(=O)N1Cc1ccncc1 (stereo unspecified)	x	95	89	x	82	x	96	x
COc1ccc(-c2[nH]c3ccc(OC)cc3c2/C=C(\C#N)S(=O)(=O)c2ccccc2)cc1	29	20	2.6*	x	18	28	37	69
CC(C)(C)OC(=O)Cn1cc(CNC(=O)[C@H](Cc2ccccc2)NC(=O)OCc2ccccc2)nn1	89	91	105	100	93	96	92	98
C[N+](C)(C)CCCCCCCCCC[N+](C)(C)C	103	x	72	96	99	x	96	96
COc1ccc(-c2nc3sc4cc(OC)ccc4n3c2-c2nc3c(C)c(C)ccc3[nH]2)cc1	109	129	93	95	87	90	x	111
Cc1cccc(C(=O)O)c1O	88&104&81&79	100&105&106&112	83&100&88&106	93&99&103	93&104&115	91&101&110	100&103&108	72&100&115&93
Cc1nn(-c2ccccc2)c(Oc2ccccn2)c1-c1nc2ccccc2[nH]1	101	77	118	81	83	76	81	87
O=C(OC1CCCC1)C1(O)CCCCC1	105	102	109	117	104	100	107	96
Cc1[nH]c(=O)c(C#N)c2c1CCCC2	107	92	99	97	98	89	86	101
O=C1OC(=O)C2(Br)C3C=CC(C3)C12 (stereo unspecified)	x	103	97	99	116	99	x	101
CCCCCN=C(N)N/N=C/c1c[nH]c2ccc(OC)cc12	92	x	72	80	118	99	97	99
Cc1cc(C)nc(SCC(=O)Nc2ccc(-c3nc4ccc([N+](=O)[O-])cc4[nH]3)cc2)n1	109	81	83	95	72	93	106	108
Cc1c(C(=O)Nc2ccc(Cl)cc2)sc2c(=O)[nH]c(C(F)(F)F)nc12	20	x	69	55	x	x	76	96
COc1cccc(NC(=O)c2sc3nc(C)c(C(C)=O)cc3c2N)c1C	80	81	84	88	91	80	94	78
CC1=NN(c2cc(Cl)c(S(=O)(=O)O)cc2Cl)C(=O)C1	74&102	107	96&114	96&102	118&102	102&85	106&103	110&111
CS(=O)(=O)Nc1ccc(-c2nn(-c3ccc(S(C)(=O)=O)cc3)cc2/C=N/O)cc1	64	56	69	56	53	66	68	91
CC(=O)O[C@H]1CC2CCC3C(CC[C@@]4(C)C3C[C@H]([N+]3(C)CCCCC3)[C@@H]4OC(C)=O)[C@@]2(C)C[C@@H]1N1CCCCC1 (stereo partly specified)	87	104	103	110	99	99	98	114
O=c1ccnc(SCc2ccc(Cl)cc2Cl)[nH]1	66	118	107	111	114	x	104	103
Fc1ccc(NC2=NCCN=C(Nc3ccc(F)cc3)SS2)cc1	71	88	78	93	84	81	x	85
N#C/C(=C\NCc1ccc(Cl)cc1)S(=O)(=O)c1ccccc1	78	82	91	84	79	x	121	110
COc1ccc(Oc2ccccc2NC(=O)CNC(=O)c2cccc3ccccc23)cc1	52[5 µM]	8.5*[5 µM]	15[5 µM]	27[5 µM]	17[5 µM]	24[5 µM]	46[5 µM]	31[5 µM]
CCn1ncc2c(=O)c(C(=O)c3ccccc3)c[nH]c21	89	97	x	98	98	x	x	96
C=CCc1ccc(OC(C)=O)c(OC)c1	98	93	104	98	92	99	x	94
CCCCCCOC(=O)C[C@H]1C[C@H](C(=O)OCCCCCC)C1(C)C	133	93	107	136	85	91	x	96

By substructure, the compounds so far with an aryl thioether with sulfur outside any ring.
SMILES	HOP-92	K-562	CCRF-CEM	RPMI-8226	MOLT-4	SR	EKVX	HOP-62
O=C(CSc1nc2ccccc2c(=O)[nH]1)NNC(=O)c1ccccc1Cl	100	103	120	108	111	113	109	115
CCCCSc1nc(Nc2ccc(/C(C)=N/NC(N)=S)cc2)c(C#N)c(-c2ccccc2)n1	-20*	33	49	47	47	62	62	41
COc1ccc(C(=O)CSc2nc3c(c(Nc4ccc(S(N)(=O)=O)cc4)n2)CCCC3)cc1	x	73	83	84	76	70	97	115
Cc1cc(C)nc(SCC(=O)Nc2ccc(-c3nc4ccc([N+](=O)[O-])cc4[nH]3)cc2)n1	109	81	83	95	72	93	106	108
O=c1ccnc(SCc2ccc(Cl)cc2Cl)[nH]1	66	118	107	111	114	x	104	103

Following part.
SMILES	HOP-92	K-562	CCRF-CEM	RPMI-8226	MOLT-4	SR	EKVX	HOP-62
C(#CCN1CCOCC1)CCCN1CCOCC1	x	113&114	107	112	113&109	109&124	83&104	100&93
CCc1cc(Cc2cc(CC)cc(C(C)(C)C)c2O)c(O)c(C(C)(C)C)c1	-23*	8.5*	13	7.4*	14	-14*	18	35
N#CN=C(N)NC(=O)c1ccccc1	58	95	98	x	83	76	120	113
O=C(c1ccncc1)N1N=C(c2ccc(F)cc2)C[C@H]1c1cn(-c2ccccc2)nc1-c1ccccc1	49	81	90	89	81	100	66	78
Clc1ccc(-c2cnc3sc(NCc4ccccc4)nn23)cc1	81	59	69	73	56	76	68	81
COC(=O)C1(C(F)(F)F)C(C)=C(C)N(c2ccccc2)C2=C1CCCC2 (stereo unspecified)	81	67	64	x	x	x	118	96
N#CC(c1ccccc1)C1CCN(Cc2ccccc2)CC1 (stereo unspecified)	116	x	97	97	x	x	113	106
O=C(c1ccccc1)C1OC1C(=O)c1ccccc1 (stereo unspecified)	x	9.3*	12	x	46	14	81	21
COc1ccc(/C=C/C(=O)c2ccc(Nc3ncnc4cc(OC)c(OC)cc34)cc2)cc1F	90	67	75	63	64	57	100	108
CCCCC(CC)CNCCOC(=O)c1ccc(N)cc1 (stereo unspecified)	x	83	97	100	95	88	x	81
Cc1sc2nc3[nH]c(=O)/c(=C/c4ccc(Cl)cc4)n3c(=O)c2c1C	66	88	74	94	68	68	x	100
O=C(N=Nc1c(O)[nH]c2ccccc12)c1cc(-c2ccc(Cl)cc2)nc2ccccc12	115	93	109	116	101	89	91	122
COc1cc(C(=O)c2cc(C(C)=O)c3cc(C)ccn23)cc(OC)c1OC	87	92	88	92	99	76	98	104
COc1ccc(/C=C/C(=O)c2ccccc2)cc1OC	58&98	35&80	46&69	35&66	57&95	18&48	95&96	92
COc1ccc(-c2cc(-c3cc(OC)c(OC)c(OC)c3)c(C#N)c(=O)n2Cc2ccc(C(=O)Nc3ccccc3N)cc2)cc1	78	88	94	77	96	82	87	88
O=C(O)c1ccc(-c2nn(-c3ccc(C(=O)O)cc3)cc2/C=N/Nc2c(F)c(F)cc(F)c2F)cc1	115	105	98	103	93	94	103	99
Cn1c(=O)c2nc(/C=C/c3ccccc3)c(=O)[nH]c2n(C)c1=S	98	105	101	110	103	111	101	100
CSCCC(NC(=O)CN)C(=O)O (stereo unspecified)	95	116	106	96	111	96	103	106
CCOC(=O)/C(F)=C/C1CC1CCc1ccc(OCC)cc1 (stereo unspecified)	92	98	106	99	98	79	48	124
CN(C)CCCNC(=O)c1cc(NC(=O)c2cc(NC(=O)c3ccc(C#Cc4ccccc4)cc3)cn2C)cn1C	-26*	-55*	-24*	-49*	-29*	-46*	27	8.2*

Record cards, from the list above. Order of values: HOP-92, K-562, CCRF-CEM, RPMI-8226, MOLT-4, SR, EKVX, HOP-62
`CSCCC(NC(=O)CN)C(=O)O` (stereo unspecified) in the list: 95, 116, 106, 96, 111, 96, 103, 106
`O=C(O)c1ccc(-c2nn(-c3ccc(C(=O)O)cc3)cc2/C=N/Nc2c(F)c(F)cc(F)c2F)cc1` in the list: 115, 105, 98, 103, 93, 94, 103, 99
`CCOC(=O)/C(F)=C/C1CC1CCc1ccc(OCC)cc1` (stereo unspecified) in the list: 92, 98, 106, 99, 98, 79, 48, 124
`COc1ccc(-c2cc(-c3cc(OC)c(OC)c(OC)c3)c(C#N)c(=O)n2Cc2ccc(C(=O)Nc3ccccc3N)cc2)cc1` in the list: 78, 88, 94, 77, 96, 82, 87, 88
`CN(C)CCCNC(=O)c1cc(NC(=O)c2cc(NC(=O)c3ccc(C#Cc4ccccc4)cc3)cn2C)cn1C` in the list: -26*, -55*, -24*, -49*, -29*, -46*, 27, 8.2*

Next section.
SMILES	HOP-92	K-562	CCRF-CEM	RPMI-8226	MOLT-4	SR	EKVX	HOP-62
C[C@@H]1CC[C@]2(C(=O)O)[C@H](CC[C@@H]3O[C@@]32C)[C@]1(CCc1ccoc1)C(=O)O	102	118	107	108	113	106	x	93
COC(=O)C1(CC(=O)c2ccc(N3CCN(c4ccc(C(=O)CC5(C(=O)OC)NC(=S)NC(=O)C5C#N)cc4)CC3)cc2)NC(=S)NC(=O)C1C#N (stereo unspecified)	98	102	99	102	113	90	109	121
O=C(NCCOC(=O)Nc1cccc2ccccc12)OCc1ccccc1	x	86	95	x	97	89	105	106
Cc1c(N2CN3C[C@H](C)N4CN(c5c(C)n(C)n(-c6ccccc6)c5=O)CN5C[C@@H](C)N(C2)C3C54)c(=O)n(-c2ccccc2)n1C (stereo partly specified)	91	18	102	96	-18*	38	96	103
COc1ccc(CCCCC(=O)O)cc1OC	94	93	101	109	93	82	103	95

Quoted at random: two records from the list.
SMILES	HOP-92	K-562	CCRF-CEM	RPMI-8226	MOLT-4	SR	EKVX	HOP-62
COc1ccc(CCCCC(=O)O)cc1OC	94	93	101	109	93	82	103	95
Cc1c(N2CN3C[C@H](C)N4CN(c5c(C)n(C)n(-c6ccccc6)c5=O)CN5C[C@@H](C)N(C2)C3C54)c(=O)n(-c2ccccc2)n1C (stereo partly specified)	91	18	102	96	-18*	38	96	103

Screening results: PubChem, NCI

Not a hit list; about 13% have a hit in one of these screens.
